Source: PubChem
IL1B secr inh: inflammasome signaling inhibition, IL-1 beta readout | THP-1 LPS/ATP IL-1B secretion, AlphaLISA, 16 h; hits give low values | activity change, % at 57.5 µM | 4.7% of 360,000 active | AID 743279; in the data active = activity change below about -50%; inconclusive = mostly about -30% to -49%; also: % is scaled to controls: 0 for no effect and ±100 for the full control effect
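Secreted IL-1B measured by AlphaLISA bead assay after 16 h compound exposure of THP-1 cells; compounds (final up to 57.5 uM) added 1 h before LPS (250 ng/mL) and ATP (1.25 mM) stimulation; lower signal means less secretion.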
MCF10A rereplic: inducers of DNA re-replication in MCF 10A breast cells. MCF 10A DNA re-replication, Hoechst nuclear intensity, 48 h. Potency, µM (doses to about 46.1 µM), inactives show top-dose activity, positive = re-replication, actives largely listed as activators. 2.9% of 350,000 active. AID 624296; also: potency is read from the fitted curve at half-maximal effect; % of control where 0% means no effect; nearly all actives have a fitted effect of over 50% in size
SW480 rerep: induces DNA re-replication in SW480 colon adenocarcinoma cells. 1.8% of 340,000 active. Potency, µM (doses to about 46.1 µM), without a hit: at the highest dose re-replication activation, usual class: activators. SW480 DNA re-replication, Hoechst DNA content imaging, 48 h; also: potency is read from the fitted curve at half-maximal effect; % of control where 0% means no effect; nearly all actives have a fitted effect of over 55% in size
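Image-based read-out: total Hoechst fluorescence of nuclei (405 nm excitation, 500-530 nm emission), with hits raising the fraction of high-intensity nuclei. SW480 colon cells incubated 48 hr with compounds at 37 C.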
HepG2 tox: kills HepG2 cells in TGF-b inhibitor counter-screen | HepG2 CAGA-GFP viability, ATP luminescence, 18 h | Potency, µM (top dose mostly 46.1 µM), for the others: top-dose activity change, negative = cytotoxicity, actives largely listed as cytotoxic | 0.76% of 410,000 active | AID 588856; also: potency is read from the fitted curve at half-maximal effect; some results filed as inactive show a strong effect at the top dose
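HepG2 CAGA-GFP cells (1000/well, DMEM with 1% FBS) received compound, then TGF-beta at 500 pg/mL final, and were incubated 18 hours at 37 degrees C. Viability was read by CellTiter-Glo luminescence. Media-only wells were set as complete cell-killing and DMSO as no toxicity.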
HT1080 IDH1KD tx: HT-1080 IDH1 knockdown cell toxicity (counter line); HT-1080 IDH1 knockdown viability, ATP luminescence, 48 h; Potency, µM (doses to about 46.1 µM), for inactives: at the highest dose activity, negative = toxicity, most hits filed as cytotoxic; 2% of 360,000 active; AID 686971;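 also: potency is read from the fitted curve at half-maximal effect; 0% = DMSO wells and -100% = cell-free medium wells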
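CellTiter-Glo luminescence after 48 h compound exposure at 37 degrees C of IDH1-knockdown HT-1080 cells in 5% FBS RPMI. %Activity scaled between DMSO wells and cell-free media wells, with curves fitted and assigned curve classes.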
ATXN2 expr inh: reduces ATXN2 reporter expression in HEK-293 cells; HEK-293 ATXN2-luciferase reporter, luminescence, 24 h; Potency, µM (doses to about 57 µM), for inactives: at the top dose activity change, negative = inhibition, usual class: inhibitors; 0.72% of 360,000 active; AID 1745845; also: potency is read from the fitted curve at half-maximal effect; % is scaled to controls: 0 for no effect and ±100 for the full control effect; nearly all actives have a fitted effect of over 55% in size
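ATXN2-luciferase reporter cells (luciferase flanked by upstream and downstream ATXN2 gene portions) were treated 24 h at 37 °C with compounds at up to 57 uM. SteadyGlo luminescence gave expression; GF-AFC fluorescence gave viability.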
S2 tox: viability counter-screen for ATXN expression inhibitors; S2 cells (HEK-293 line with an ATXN2-luciferase reporter) viability, CellTiter-Fluor protease fluorescence, 24 h; Potency, µM (highest dose often 56.7 µM), usual class: cytotoxic; 0.49% of 400,000 active; also: potency is read from the fitted curve at half-maximal effect; nearly all actives have a fitted effect of over 40% in size
HT1080NT lethal: kills 2HG-producing HT-1080-NT fibrosarcoma cells. AID 686970. 1.6% of 360,000 active. Potency, µM (titrated, usually from 46.1 µM), inactives show top-dose activity, negative = less viability, hits mostly cytotoxic. HT-1080-NT fibrosarcoma viability, CellTiter-Glo ATP luminescence, 48 h;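 also: NT is the 2HG producing partner of a matched IDH1 knockdown line; potency is read from the fitted curve at half-maximal effect; 0% = DMSO-treated cells and -100% = media-only wells without cells; nearly all actives have a fitted effect of over 55% in size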
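HT-1080-NT; 750 cells/well; 5% FBS RPMI; 48 h compound, 37 degrees C; CellTiter-Glo luminescence; curve fitting and curve-class assignment.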
KB-3-1 tox: kills parental KB-3-1 adenocarcinoma cells; KB-3-1 viability, CellTiter-Glo ATP luminescence, 72 h; Potency, µM (doses to about 46.1 µM), without a hit: at the top dose activity change, negative = cytotoxic, usual class: cytotoxic; 1.4% of 400,000 active; AID 1347075; also: potency is read from the fitted curve at half-maximal effect; % is scaled to controls: 0 for no effect and ±100 for the full control effect; nearly all actives have a fitted effect of over 60% in size
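Here the drug-naive KB-3-1 line serves as comparator for MDR sub-line selectivity; cells received compound titrations, 72 h at 37 °C, then CellTiter-Glo readout.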
The depositor's hits bear a star; i = inactive; u = inconclusive; x = not tested or not shown; & = joins results of further samples; [ ] = remark or other dose. Unless noted, calls follow the shape of the dose curve; as a rule, active = well fitted curve in the direction sought with a large enough effect; inconclusive = small, poorly fitted or top-dose-only effect, or another doubt; inactive = no such curve, though single readings can be large; an effect the other way counts as inactive or inconclusive.

SMILES	IL1B secr inh	MCF10A rereplic	SW480 rerep	HepG2 tox	HT1080 IDH1KD tx	ATXN2 expr inh	S2 tox	HT1080NT lethal	KB-3-1 tox
Cc1ccc(S(=O)(=O)Oc2ccc(C3C4=C(CCCC4=O)N(CCC(=O)O)C4=C3C(=O)CCC4)cc2Cl)cc1	9	11%	17%	-15%	-6%	10%	x	0%	21%
CCC(=O)N1CCc2cc(S(=O)(=O)CCC(=O)Nc3nc(C)cs3)ccc21	-58*	u	u	-13%	-6%	27%	i	-4%	-6%
Cc1ccc(-c2nc(CS(=O)CC(=O)NCCCc3ccccc3)c(C)o2)cc1 (stereo unspecified)	-2	2%	7%	-10%	-19%	-13%	i	-20%	u
COC(=O)[C@@H](Cc1c[nH]c2ccccc12)NCc1ccc(B(O)O)cc1	1	-36%[inhibitor]	1.2µM*	-14%	-1%	12%	i	-11%	-2%
CCOC(=O)CSc1nnc2n(-c3ccccc3)c(=O)c3c4c(sc3n12)COC(C(C)C)C4 (stereo unspecified)	x	x	x	17%	x	4%	i	x	0%
C=CCn1c(SCC(=O)c2ccc(OC)cc2)nnc1-c1cc2cccc(OC)c2o1	-13	5%	11%	-34%	-29%	-12%	i	-20%	4%
CCn1cc(C(=O)OCC(=O)NCc2ccc3c(c2)OCO3)c(=O)c2ccc(C)nc21	-4	1%	2%	-13%	-14%	3%	i	-13%	u
CC(=O)c1ccc(NC(=S)NCc2ccco2)cc1	u	u	-47%[inhibitor]	-10%	14%	33%	u	11%	9%
CCOc1ccc(OCC)c(NC(=O)CCCN2C(=S)NC(C)(C)CC2C)c1 (stereo unspecified)	-10	12%	0%	-28%	-1%	-11%	i	13%	-2%
Cc1ccc(Cl)c(Cn2cnc3c(cnn3C(C)(C)C)c2=O)c1F	x	18%	-17%	-4%&-6%	x	-1%	u	x	0%
O=C(NCc1ccco1)C(=O)c1cn(CC(=O)N2CCCCCC2)c2ccccc12	u	4%	-9%	-11%	4%	x	i	0%	-2%
COc1ccc(CN(C)CC(O)COC(c2ccccc2)c2ccccc2)c(OC)c1OC (stereo unspecified)	x	u	u	-46%	u	-36%	i	23µM*	-24%
Cc1ccc(OCC(=O)NNC(=O)C(=O)N2CCCC2)c(C)c1	10	3%	-4%	9%	-5%	-8%	i	0%	0%
CCOC(=O)[C@]12CCCC=C1N(Cc1ccc(Cl)cc1Cl)C(=O)[C@H](CC(=O)NCCCOC)C2	-14	x	x	x	-29%	-23%	i	-15%	-15%
COc1ccc(NC(=O)CN2CCN(S(=O)(=O)c3ccc(F)cc3)CC2)cc1Cl	-10	12%	2%	-9%	-12%	-11%	i	-18%	2%
Cc1cccc(NC(=O)CN2C(=O)c3ccccc3Sc3ncccc32)c1C	x	x	x	-4%	x	10%	i	x	4%
Cn1c(=O)c2sccc2n2c(CCC(=O)NCc3ccc(Cl)cc3)nnc12	x	x	x	4%	x	-2%	i	x	0%
Cc1cc(C)c2cc(C(=O)N3CCN(c4ncccc4C(F)(F)F)CC3)[nH]c2c1	-20	17%	u	-6%	u	-1%	i	u	-1%
Cc1cc(C)c(C(=O)Nc2ccc(Br)c(C(F)(F)F)c2)c(C)c1	0	23µM*	u	-22%	-28%	u	u	-4%	u
O=c1c2ccccc2nc(COc2ccccc2)n1/N=C/c1ccc(O)cc1O	204	1%	20%	-16%	u	x	i	-26%	u
N#C/C(=C/c1ccc(CNC(=O)C(=O)Nc2cc(Cl)cc(Cl)c2)o1)C(=O)NCc1cccnc1	10	1%	3%	8%	0%	-13%	i	7%	-5%
O=C(CCS(=O)(=O)c1ccc(Cl)cc1)Nc1ccc(N2CCOCC2)cc1	25	11%	-10%	6%	7%	-6%	i	0%	1%
C[C@@H]1CN([C@@H](C)CO)C(=O)c2cc(Br)cnc2O[C@@H]1CN(C)Cc1ccc(Oc2ccccc2)cc1	-52*	x	x	-35%	-18%	-38%	25µM*	-14%	-20%
O=S(=O)(Nc1ccc(S(=O)(=O)N2CCCC2)cc1)c1ccc(F)cc1F	-16	15%	0%	-4%	-13%	-16%	i	-4%	-1%

Arranged by value in IL1B secr inh (smallest number first): three from the list above.
smiles	IL1B secr inh
Cc1cc(C)c2cc(C(=O)N3CCN(c4ncccc4C(F)(F)F)CC3)[nH]c2c1	-20
C=CCn1c(SCC(=O)c2ccc(OC)cc2)nnc1-c1cc2cccc(OC)c2o1	-13
CCOc1ccc(OCC)c(NC(=O)CCCN2C(=S)NC(C)(C)CC2C)c1 (stereo unspecified)	-10

Next section
SMILES	IL1B secr inh	MCF10A rereplic	SW480 rerep	HepG2 tox	HT1080 IDH1KD tx	ATXN2 expr inh	S2 tox	HT1080NT lethal	KB-3-1 tox
CN(C)CCCNc1nc2cc(-c3cnn(Cc4ccccc4)c3)sc2c(=O)n1C	-3	x	x	-17%	23µM*	0%	i	9.2µM*	-1%
O=C(c1ccccc1)N1N=C(c2ccccc2)CC1c1ccc2nccnc2c1 (stereo unspecified)	-3	15%	0%	2%	1%	1%	i	5%	-1%
O=c1[nH]c(/C=C\c2ccc(O)cc2)nc(O)c1[N+](=O)[O-]	0	9%	-1%	1%	13%	0%	u	8%	15%
CC(C)(C)NC(=O)C(c1ccc(C#N)cc1)n1c(=O)c(-c2ccccc2)nc2ccccc21 (stereo unspecified)	-17	x	x	x	-16%	x	x	-17%	-22%
COC(=O)c1ccc2c(=O)[nH]c(COC(=O)c3cccc(S(=O)(=O)N4CCOCC4)c3)nc2c1	5	-15%	-42%[inhibitor]	3%	7%	-14%	i	1%	8%
CCS(=O)(=O)N1CCC(C(=O)N2CCN(Cc3ccccc3)CC2)CC1	12	-44%[inhibitor]	2%	4%	13%	-10%	i	23%	4%
CN1C(=O)[C@@](O)(c2cn(C)c3ccccc23)c2cc(Br)ccc21	4	x	x	x	-19%	x	x	-30%	-10%
Cn1c(=O)c2sccc2n2c(CCC(=O)NCc3ccccc3)nnc12	x	x	x	-5%	x	-1%	i	x	7%
O=[N+]([O-])c1ccc(Cl)c(CN2CCSCC2)c1	-1	-1%	-3%	-4%	11%	-2%	i	8%	8%
CCOC(=O)c1ccc(N2C(=O)c3n[nH]c(-c4ccco4)c3C2c2cccc([N+](=O)[O-])c2)cc1 (stereo unspecified)	-83*	u	16%	-56%	u	-1%	i	u	u
CCN(CC(=O)Nc1c(F)cccc1F)C(=O)c1ccc(S(=O)(=O)N2CCCCCC2)cc1	-9	2%	-5%	-24%	4%	-2%	u	4%	8%
O=C(O)C(Cc1ccccc1[N+](=O)[O-])N1C(=O)c2ccccc2C1=O (stereo unspecified)	37	0%	0%	-30%	8%	-2%	i	-3%	5%
CC(OC(=O)C1CCN(S(=O)(=O)c2ccc(C(C)(C)C)cc2)CC1)C(=O)N(C)C1CCCCC1 (stereo unspecified)	7	u	3%	-3%	-3%	u	u	1%	-7%
CC(C)(C)n1nnnc1C(c1ccccc1)N1CCN(c2ncccn2)CC1 (stereo unspecified)	-20	x	x	x	1%	-5%	i	18%	6%
Fc1ccc(-c2nc(Nc3cccc(Cl)c3)nc3c2COc2ccccc2-3)cc1	x	x	x	1%	x	0%	i	x	2%
CCCNC(=O)c1cn(CC)c2cc(N3CCN(C)CC3)c(F)cc2c1=O	3	1%	-2%	-23%	9%	3%	u	7%	7%
N#Cc1ccc(S(=O)(=O)N2CCN(Cc3cccs3)CC2)cc1	2	1%	-2%	1%	3%	-28%	i	-2%	13%
O=C(NC1(C(F)(F)F)NC(=O)N(c2ccc(F)cc2)C1=O)c1ccncc1 (stereo unspecified)	19	-2%	-2%	2%	25%	0%	i	12%	2%
O=S1(=O)CC(N2CCN(CCO)CC2)CN1CCc1ccccc1 (stereo unspecified)	-7	x	x	-14%	13%	12%	i	11%	0%
COC(C(=O)Nc1c(F)cccc1F)c1ccccc1 (stereo unspecified)	2	-4%	-2%	-13%	-5%	2%	i	-6%	-13%
Cc1cc(NC(=O)COc2ccc3ccccc3c2)no1	17	-10%	-25%	2%	-4%	4%	i	0%	-2%
O=C(Nc1cccc(Cl)c1)OCc1cncs1	-11	0%	-5%	-20%	-7%	0%	i	-7%	-6%
CCC(C(=O)Nc1c(C)cc(C)cc1C)n1c(=O)c(-c2ccccc2NC(C)=O)nc2ccccc21 (stereo unspecified)	x	x	x	-15%	x	8%	i	x	5%
C=CCn1c(Cn2nnc3ccccc32)nnc1SCC(=O)N/N=C/c1cc(Br)cc(OC)c1O	1	-1%	-3%	6%	6%	-3%	i	8%	0%
CC(=O)Nc1ccc(C(=O)N2CCCCC2c2cc(C(=O)Nc3ccccc3Cl)no2)cc1 (stereo unspecified)	0	x	x	4%	-4%	-6%	i	-14%	0%
COc1ccc(-c2nnc(SCC(=O)NCc3cccs3)n2C)cc1	6	13%	10%	1%	15%	6%	i	4%	0%
CCOC(=O)c1c(S(=O)(=O)N2CCCC(C(=O)Nc3ccc(C)cn3)C2)c(C)n(C)c1C (stereo unspecified)	-1	3%	-20%	5%&-4%	7%	1%&6%	i	6%	22%&2%
Cc1cc(NCCN2CCOCC2)n2ncc(-c3ccccc3)c2n1	-29	2%	11%	-7%	-3%[9.24 µM]	69%[activator]	i	0%	-26%
Cc1ccc(NC(=O)CCC(=O)c2ccc(F)cc2)cc1Cl	14	-1%	-6%	-1%	4%	-5%	i	9%	5%
O=C(O)/C=C/C(=O)Nc1nc(-c2ccc3ccccc3c2)cs1	13	21%	5%	-39%	-1%	-12%	u	2%	7%
Cc1n[nH]c2ccc([N+](=O)[O-])cc2c1=O	-19	x	x	-19%	6%	x	i	2%	6%
CN(c1ccc(F)cc1)S(=O)(=O)c1ccc(Cl)c(C(=O)NCc2ccco2)c1	13	1%	-5%	-5%	2%	x	u	10%	-7%
Cc1nc(NC(=O)CN2CCOCC2)sc1-c1ccccc1	-20	15%	0%	43%	-9%	34%	u	-11%	4%
